Tb PFK block – T. brucei PFK enzyme inhibition | Potency, µM (top dose mostly 57.5 µM), for inactives: at the top dose activity, negative = inhibition, hits mostly inhibitors | T. brucei PFK, ADP-Glo luminescence | O15648 | 330,000 tested, 0.17% active;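 note: potency is the fitted concentration of half-maximal effect; 0% = uninhibited 1x PFK enzyme wells and -100% = no-enzyme wells; nearly all actives have a fitted effect of over 60% in size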
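PFK 1.25 nM, F6P 0.5 mM, ATP 0.1 mM, 0.1 M TEA pH 8.0, 5 mM MgCl2, 0.01% Tween20, 0.1% BSA; 45 min RT. ADP-Glo readout. qHTS titration up to 57 uM; curves fitted, compounds curve-classed.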
Eya2 phos inh – blocks the phosphatase activity of human Eya2; O00167; recombinant Eya2, OMFP fluorescence dephosphorylation (OMFP is methylfluorescein phosphate); Potency, µM (series often up to 76.9 µM), for the others: at the top dose activity, negative = inhibition, actives largely listed as inhibitors; 330,000 tested, 0.006% active; AID 488837; note: potency is the fitted concentration of half-maximal effect; % is set by controls: 0 for no effect and ±100 for the full control effect
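Eya2 (0.2 uM) preincubated 10 min at ambient with compound, then OMFP substrate added at 50 uM; 10 min reaction in 50 mM HEPES pH 7.5, 50 mM NaCl, 5 uM MgCl2, 0.05% BSA, 1 mM DTT. Fluorescence read at Ex 485/Em 525 nm.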
BCR signal inh – chronic active BCR signaling inhibition; ABC-DLBCL IkBa-CBG/CBR reporter, luminescence ratio, 4 h; Potency, µM (titrated, usually from 46.1 µM), without a hit: top-dose ratio change, negative = lower green/red ratio, usual class: inhibitors; 340,000 tested, 0.05% active; AID 493014; active = well fitted inhibition curve with a large enough effect in the signal ratio, with a control signal flat, not every such curve was filed as active; inconclusive = small, poorly fitted or top-dose-only effect, or effect the other way, or a change in a side signal; the % refers to the signal ratio;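 note: potency is the fitted concentration of half-maximal effect; plate controls were basal doxycycline-induced cells for no effect and cells given 10 µM MG132 for full effect; MG132 reads +100%, hits lower the ratio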
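TMD8 human ABC-DLBCL cells with doxycycline-inducible IκBα–green luciferase fusion and unfused red luciferase, in 0.5% FBS medium; compounds up to 46 uM, 4 h at 37C. Green/red luminescence ratio, filter-overlap corrected, fitted to concentration-response curves.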
uPA surface inh – blocks generation of uPA at the cell surface; cell surface uPA generation assay, qHTS; Potency, µM (highest dose often 38.3 µM), for inactives: top-dose activity change, negative = inhibition, actives largely listed as inhibitors; 330,000 tested, 0.31% active; AID 540303; active = well fitted inhibition curve with a large enough effect; inconclusive = small, poorly fitted or top-dose-only effect; inactive = no such curve, though single readings can be large or run the other way; tested in mouse RAW 264.7 cells; note: potency is the fitted concentration of half-maximal effect; % is set by controls: 0 for no effect and ±100 for the full control effect; nearly all actives have a fitted effect of over 55% in size
TSHR antag – antagonists of human thyroid stimulating hormone receptor; TSHR-expressing cells, TSH-stimulated cAMP HTRF, 2 h; hits give low values; activity change, negative = inhibition, % at 11.5 µM; P16473; 330,000 tested, 0.2% active;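 active = activity change below a set negative limit, meaning inhibition stronger than a set level, cut at about -70% in these data; inconclusive = activity change between two set negative limits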; note: % is set by controls: 0 for no effect and ±100 for the full control effect
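Inhibition of cAMP made by TSHR-expressing cells under TSH stimulation (4nM final, EC80; 2 h, 37 deg C) is quantified with a one-step lysis HTRF kit, anti-cAMP cryptate versus cAMP-d2.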
ELG1 DNA repair – inhibitors of ELG1-dependent DNA repair in HEK293T cells; Potency, µM (series often up to 46.1 µM), without a hit: top-dose activity change, negative = inhibition, most hits filed as inhibitors; 330,000 tested, 2.3% active; HEK293T ELG1-luciferase reporter, luminescence, 16 h; DNA damage induced by 5-fluorouridine; AID 504467; note: potency is the fitted concentration of half-maximal effect; % is set by controls: 0 for no effect and ±100 for the full control effect; nearly all actives have a fitted effect of over 55% in size
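In this reporter screen, reduction of luminescence relative to DMSO vehicle indicated activity. Compounds and 5-fluorouridine were added together to 2,000 cells per well, incubated for 16 hr at 37 °C, then developed with ONE-Glo.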
TSG101-PTAP inh – blocks PTAP/TSG101 interaction to inhibit HIV-1 budding; Fluorescence polarization, FITC-PTAP peptide / Tsg101 binding; Potency, µM (top dose mostly 115 µM), for the others: at the top dose activity change, negative = inhibition, most hits filed as inhibitors; 340,000 tested, under 10 active; active = well fitted inhibition curve with a large enough effect in the main read-out, with a control signal flat, not every such curve was filed as active; inconclusive = small, poorly fitted or top-dose-only effect, or effect the other way, or a change in a side signal; inactive = no such curve, though single readings can be large or run the other way; note: potency is the fitted concentration of half-maximal effect; % of control where 0% means no effect
Target sequence (Q99816 whole entry, looked up): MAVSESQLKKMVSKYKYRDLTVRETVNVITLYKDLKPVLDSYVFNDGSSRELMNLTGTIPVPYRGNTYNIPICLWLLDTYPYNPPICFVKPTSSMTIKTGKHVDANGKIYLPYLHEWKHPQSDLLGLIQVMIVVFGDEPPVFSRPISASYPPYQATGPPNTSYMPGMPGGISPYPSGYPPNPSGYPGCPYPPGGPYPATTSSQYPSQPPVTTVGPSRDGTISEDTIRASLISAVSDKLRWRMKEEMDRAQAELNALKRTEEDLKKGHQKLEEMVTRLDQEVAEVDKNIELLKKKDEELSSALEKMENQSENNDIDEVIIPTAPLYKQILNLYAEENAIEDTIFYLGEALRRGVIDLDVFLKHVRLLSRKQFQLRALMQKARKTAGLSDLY
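Tsg101 binding domain (10 uM final) was mixed with compound and a FITC-labeled PTAP peptide (50 nM final) in HEPES pH 7.5 buffer with NaCl, Tween 20, EDTA and TCEP; fluorescence polarization was read after 20 min at r.t.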
Mito fusion act – mitochondrial division inhibition or fusion activation; S. cerevisiae fusion-defective mutant growth rescue, CellTiterGlo 48 h; Potency, µM (series often up to 46.1 µM), for inactives: at the highest dose growth rescue (activation), most hits filed as activators; 320,000 tested, 0.23% active;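 note: potency is the fitted concentration of half-maximal effect; % of control where 0% means no effect; nearly all actives have a fitted effect of over 45% in size; temperature-sensitive fusion mutants such as fzo1-1 at 37 °C on non-fermentable ethanol glycerol medium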
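S. cerevisiae fusion-defective temperature-sensitive mutants (e.g. fzo1-1, mgm1-5) grown 48 h at 37C in YPEG (ethanol/glycerol non-fermentable) medium with 23 nl compound per well; growth rescue read as CellTiterGlo luminescence.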
TCR act – T cell receptor activation. primary human leukocytes, anti-CD3, IL-2 HTRF, 48 h. Potency, µM (doses to about 9.22 µM), without a hit: at the top dose activation of IL-2 secretion, most hits filed as activators. 330,000 tested, under 10 active. AID 504894; note: % of control where 0% means no effect
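Human primary leukocytes + a-CD3 beads + cpd, 48 hr; IL-2 in supernatant by HTRF (ex 320nm / em 665nm). No co-stimulatory signal supplied.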
USP2a inh – blocks human ubiquitin-specific protease USP2a; O75604; USP2 core, Ub-CHOP2 coupled fluorogenic reporter, 485/531; Potency, µM (highest dose often 38.3 µM), without a hit: at the highest dose activity change, negative = inhibition, usual class: inhibitors; 330,000 tested, 0.01% active; AID 463254;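 note: potency is the fitted concentration of half-maximal effect; plate controls were DMSO wells for no effect and full inhibition by NEM control for full effect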
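Cell-free coupled assay: 10nM USP2 core preincubated 30min RT with compound in Tris-HCl pH 8.0/CaCl2/CHAPS buffer, then 25nM Ub-CHOP2 and 25nM reporter substrate; fluorescence (Ex 485/Em 531) read after 60min RT, normalized to NEM inhibition, concentration-response curves fitted.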
B2AR arrestin – beta2AR (human) beta-arrestin recruitment activity; P07550; beta-arrestin recruitment to beta2AR, cell-based reporter; Potency, µM (series often up to 46.1 µM), for the others: top-dose activation, most hits filed as activators; 330,000 tested, 0.02% active;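 note: potency is the fitted concentration of half-maximal effect; 0% = DMSO controls and full agonism = EC100 isoproterenol or metaproterenol; nearly all actives have a fitted effect of over 65% in size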
Target sequence (P07550 whole entry, looked up): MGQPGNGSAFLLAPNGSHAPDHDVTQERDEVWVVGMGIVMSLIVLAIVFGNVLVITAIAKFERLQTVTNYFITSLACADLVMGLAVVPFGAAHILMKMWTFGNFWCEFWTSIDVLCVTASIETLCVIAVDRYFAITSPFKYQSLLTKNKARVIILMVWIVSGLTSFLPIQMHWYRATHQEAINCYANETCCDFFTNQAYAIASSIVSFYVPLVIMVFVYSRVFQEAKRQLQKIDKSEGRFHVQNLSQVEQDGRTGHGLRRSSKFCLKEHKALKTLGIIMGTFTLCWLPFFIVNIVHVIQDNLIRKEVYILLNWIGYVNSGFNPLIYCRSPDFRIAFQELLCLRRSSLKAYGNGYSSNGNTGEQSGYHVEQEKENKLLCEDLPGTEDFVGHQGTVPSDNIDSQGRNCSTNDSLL
Starred values were filed as active, the others as inactive; ? = inconclusive; . = not tested or not shown; [ ] = dose if it differs, or a comment. Unless noted, calls come from the whole dose curve; as a rule, active = well fitted curve in the direction sought with a large enough effect; inconclusive = small, poorly fitted or top-dose-only effect, or another doubt; inactive = no such curve, though single readings can be large; an effect the other way counts as inactive or inconclusive.

SMILES | Tb PFK block | Eya2 phos inh | BCR signal inh | uPA surface inh | TSHR antag | ELG1 DNA repair | TSG101-PTAP inh | Mito fusion act | TCR act | USP2a inh | B2AR arrestin
C=CC[C@@H](CC(=O)N[C@@H](CO)Cc1ccccc1)C(=O)N[C@H](COC(=O)[C@H](CC=C)CC(=O)OC(C)(C)C)Cc1c[nH]c2ccccc12 | -6% | -2% | -8% | ? | -6 | ? | -6% | . | 8% | 1% | -0.5%
Nc1nc(-c2ccc(NC(=O)c3ccco3)cc2)cs1 | 6% | 4% | ? | -14% | 9 | ? | -4% | -9% | 1% | 5% | 0.4%
Cc1ccc(S(=O)(=O)N2CCC(C(=O)C3C(=O)CC(C)(C)CC3=O)CC2)cc1 | -1% | -2% | -4% | 2% | 9 | -1% | 5% | 2% | -3% | 0% | -0.5%
O=C1CSC(c2ccccc2F)N1c1cc(Cl)ccc1O (configuration not stated) | 0% | -7% | -16% | 2% | 11 | -4% | -2% | 2% | 5% | 0% | 0.5%
Nc1ccn(-c2ccc(Cl)cc2)c(=O)c1 | -5% | 10% | 1% | 1% | 9 | 2% | -4% | 3% | 1% | 2% | 0.6%
O=C(c1cccc(C(F)(F)F)c1)c1c[nH]c(C(=O)NCC2CCCO2)c1 (configuration not stated) | -3% | -11% | -4% | 0% | -13 | ? | -2% | 0% | 0% | 4% | -0.2%
CC(=O)OCCNc1nc(-c2ccccc2)nc2ccccc12 | -11% | 3% | 10% | -3% | -2 | 3% | -5% | 5% | 6% | 0% | -0.3%
O=C(Nc1ccc(C(F)(F)F)cn1)Nc1cccs1 | -2% | 1% | 9% | 0% | -3 | 5% | -1% | 4% | -6% | 4% | 0.2%
O=C1c2ccccc2[C@@H]2CC(O)C(O)CCN12 (some centres not stated) | -2% | 8% | 1% | 24% | -1 | -1% | -6% | . | 3%[46.1 µM] | -1% | -1.8%
CCOc1cc(-c2nc(C)c(C(C)=O)n2O)ccc1OCC(=O)Nc1cccc(C)c1 | -13% | -2% | ? | 4% | -4 | ? | -2% | 1% | 2% | 1% | -0.6%
Cn1ncc([N+](=O)[O-])c1C(=O)n1nnc2ccccc21 | 0% | 19% | -1% | 1% | -7 | -3% | -1% | -6% | -1% | 2% | -0.1%
C/C(=N\NC(=O)CCc1ccc(S(=O)(=O)N2CCOCC2)cc1)c1ccc(OC(F)F)cc1 | -11% | 1% | 6% | -10% | -12 | -13% | -4% | ? | -3% | 1% | 0.2%
COCc1c(C(=O)N/N=C/c2ccncc2)nnn1-c1nonc1N | -9% | 8% | ? | 4% | 0 | 1% | -2% | 5% | -2% | 0% | -0.3%
Cc1ccc(C)c(NC(=O)Cn2nnc(C(=O)Nc3c(C)cccc3C)c2N)c1 | 4% | 0% | -4% | 2% | 23 | 3% | -6% | -3% | -1% | 0% | -0.1%
COc1ccc2c(c1)c(C(C)=O)c(C)n2CCc1ccccc1 | -4% | -7% | 2% | -14% | -14 | 8.2µM* | -2% | 27% | -5% | -5% | 0.3%
COc1ccc(C2=NS(=O)(=O)N(C)C(C(=O)N3CCC(C)CC3)=C2)cc1 | -6% | -5% | ? | -14% | -8 | -8% | -7% | 2% | 8% | 3% | -0.4%
O=C(CCCOc1ccccc1)N1CCN(c2ccccn2)CC1 | -9% | 7% | 9% | -3% | -7 | ? | -1% | 5% | 5% | 0% | 0.0%
CC(=O)N1CCc2cc(N=NC3=C(O)CC(C)(C)CC3=O)ccc21 | 1% | -14% | -3% | ? | -8 | ? | 29% | 25% | 13% | -1% | 0.0%
Cc1nonc1CC(=O)N1CCc2c([nH]c3ccccc23)C1c1ccccc1F (configuration not stated) | 0% | -8% | ? | -7% | 6 | 0% | -4% | -4% | -1% | 2% | -0.8%
CC(=O)Oc1ccc(N2C(=O)C3C4C=CC(O4)C3C2=O)cc1 (configuration not stated) | -18% | 5% | ? | 0% | -15 | 0% | 0% | -5% | 2% | 0% | -0.2%
COc1cc(CNc2ccc3[nH]c(=O)[nH]c3c2)ccc1OCc1ccc(F)cc1 | 2% | 7% | -10% | ? | 6 | ? | 0% | 1% | -3% | 1% | 3.5%
COC(=O)CSc1nnc(-c2ccccc2OC)n1-c1ccc(C)cc1 | 0% | -2% | 3% | -4% | 0 | -1% | -6% | 0% | 2% | 2% | -0.6%
CC(NC(=O)CN1CCOCC1)c1ccc(F)cc1 (configuration not stated) | 2% | -22% | -1% | 10% | -3 | ? | -9% | -2% | -5% | 4% | 0.0%
Cc1c(NC(=O)C(C)Sc2ncnc3ccccc23)c(=O)n(-c2ccccc2)n1C (configuration not stated) | 2% | 11% | ? | 1% | 16 | 3% | 2% | 0% | -8% | -2% | 0.1%
COc1ccc(C(=O)CSc2cc(C)[nH]c(=O)n2)cc1 | -15% | -1% | 1% | -16% | 9 | ? | -3% | 22% | 3% | -2% | -0.2%
Other entries:
SMILES | Tb PFK block | Eya2 phos inh | BCR signal inh | uPA surface inh | TSHR antag | ELG1 DNA repair | TSG101-PTAP inh | Mito fusion act | TCR act | USP2a inh | B2AR arrestin
CC1=CC(c2ccc(Cl)cc2)n2nc(NC(=O)CCCC(=O)O)nc2N1 (configuration not stated) | 1% | -16% | ? | 1% | 4 | 7% | -5% | -17% | 4% | -1% | 0.2%
CCN(CC)S(=O)(=O)c1ccc(-n2cnc3cc(C)c(C)cc32)nc1 | -4% | -1% | 0% | -2% | -16 | 9% | 1% | -37%[inhibitor] | 7% | 2% | 0.0%
COc1cccc(NC(=O)[C@H](C)NC(=O)N2CCn3c2nc2ccccc23)c1 | 0% | -1% | ? | 2% | -9 | 0% | -3% | 5% | -5% | 1% | 0.2%
O=C(Nc1ccc(CCC(=O)N2CCCC2)cc1)c1ncn[nH]1 | 1% | -19% | -1% | -7% | 6 | 22% | -4% | 3% | 0% | 0% | -0.6%
C/C(=N/NS(=O)(=O)c1ccc(C)cc1)c1cccc(NC(=O)c2cccc(Cl)c2)c1 | -3% | -24% | -14% | -5% | -12 | -5% | -4% | 8% | -1% | -5% | -0.6%
Cc1ccc(S(=O)(=O)NCCC(=O)Nc2cccc(Cl)c2)cc1 | -3% | 3% | -1% | 0% | 11 | -14% | 0% | 0% | 3% | 2% | -1.0%
C#CCOCCOCCOCCNc1nc(N2CCN(C(=O)[C@H]([C@@H](C)CC)n3cc([C@@H](N)CC(C)C)nn3)CC2)nc(N2CCN(C(=O)[C@H](CCCCN)n3cc([C@@H](N)CO)nn3)CC2)n1 | -2% | -1% | -7% | -2% | 5 | 10% | -4% | 3% | 4% | -2% | -0.9%
NC(=O)C1(N2CCCCC2)CCN(CC(=O)Nc2cc(Cl)ccc2Cl)CC1 | -1% | -9% | 0% | . | -15 | ? | -5% | 1% | 4% | -1% | -0.2%
O=C(/C=C/c1ccc(O)c(O)c1)OCCc1ccccc1 | . | 5% | . | 0.89µM* | -29 | . | -1% | 2.6µM* | -12% | . | .
O=C(NC1CCCCCC1)c1ccc(Br)o1 | 0% | -12% | ? | 2% | -1 | ? | -1% | 2% | 4% | 3% | -0.5%
Cc1coc2cc3oc(=O)cc(C)c3cc12 | 0% | -2% | 0% | -5% | -5 | -3% | -3% | 0% | 2%[46.1 µM] | 6% | 0.6%
O=C(COc1ccc2ccccc2c1)Nc1ccc2c3c(cccc13)CC2 | 0% | 3% | 10% | ? | -2 | 22% | -4% | -8% | -4%[46.1 µM] | -4% | -0.2%
Cc1c(NC(=O)C(C)N2CC(C)OC(C)C2)c(=O)n(-c2ccccc2)n1C (configuration not stated) | -4% | 7% | -4% | 6% | 2 | 6% | -1% | -1% | -5% | -7% | 0.2%
Cn1c(SCC2CCCO2)nnc1-c1cccc([N+](=O)[O-])c1 (configuration not stated) | 3% | 0% | -17% | -3% | 8 | 4% | -1% | -4% | . | -1% | 0.1%
COC(=O)COc1cc(Br)c(/C=C2/SC(=O)N(CC(=O)N3CCCC3)C2=O)cc1OC | 0% | 2% | -7% | -1% | -26 | 17% | -8% | -2% | -4% | 1% | -0.3%
O=C(NCc1cccnc1)c1ccc(NC(=O)c2ccc(Br)cc2)cc1 | 1% | 1% | 0% | -16% | -4 | 2.3µM* | -5% | -4% | -9% | 0% | -0.1%
CCOC(=O)C1CCN(C(=O)c2ccc(N(C)S(=O)(=O)c3ccc(OC)cc3)cc2)CC1 | 5% | -10% | -14% | 2% | -5 | -13% | 1% | 1% | 9% | -2% | -0.1%

Screening results from PubChem.
